# High-throughput results as filed in PubChem BioAssay.
# Dynein transport: blocks dynein driven cargo transport along microtubules; 3617.4 mouse cells, GR-EGFP nuclear translocation imaging; test concentration mostly 20 µM; stimulated with dexamethasone, 1 µM; active compounds read low; z-score, hits read low; 0.47% of 220,000 active; AID 1381;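 active means plate z-score of nuclear minus cytoplasmic receptor signal below a set negative limit, without overly bright fluorescence or cell loss, cut at about -3.5 in these data, passing the limit was not always enough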;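 further: z-score of nuclear minus cytoplasmic ring GR-EGFP intensity difference per well; some compounds called inactive have numbers as strong as hits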
#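 Buffer or medium: tetracycline-free induction medium containing charcoal-stripped FBS / Reagent: dexamethasone agonist, 1.0 µM final, for 30 min / Technique: automated 10x imaging of fixed Hoechst-stained cells / Times: induction 48 h, compound 1 h, agonist 30 min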
# MT stabilizer: microtubule stabilization, imaging screen | % tubulin-high responders, % at 10 µM | 0.83% of 200,000 active | HeLa tubulin immunostaining HCS, 24 h; share of cells brighter than vehicle mean+2SD;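 active means plate Z-score above 3 for both tubulin-high and condensed-nucleus cell shares, with cell loss under 80%, at 10 µM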;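 further: anti alpha tubulin signal scored within the nucleus-defined area of each cell; some results filed as inactive read as strong as hits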
# NOD1 NF-kB reporter: inhibition of NOD1-driven NF-kB reporter – cell-based, luminescence, uHTS, primary screen (AID 1578); 1% of 290,000 active; NOD1-driven NF-kB luciferase reporter cells, luminescence; higher % means a stronger effect; inhibition, % at 4 µM, or EC50 in µM where a hit was titrated; in the data active means inhibition mostly above about 36%, no sharp cut-off; inactive means mostly below about 34%;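 further: HEK-293T reporter cells stimulated with the NOD1 agonist gamma-tri-DAP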
# P. falciparum M17LAP: P. falciparum M17LAP inhibitors, primary screen, biochemical, fluorogenic H-Leu-NHMec substrate, 1536-well (AID 1619). 0.38% of 220,000 active. recombinant M17LAP, H-Leu-NHMec fluorogenic kinetic assay; higher % means a stronger effect. inhibition, % at 30 µM; hits with a dose series show IC50 in µM;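 active means compound inhibiting the enzyme by more than half at any dose during confirmatory dose-response retesting; inconclusive means strong single-dose inhibitors picked by rank but not retested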;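 further: plate controls were full reaction with DMSO carrier for no effect and no enzyme background for full effect; strong numbers were not always called active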
# Yfh1-off respiration: enhancers of respiration in Yfh1-depleted yeast, dose response, Friedreich's ataxia, plus single-dose screen (AID 1465); S. cerevisiae Yfh1-off respiration, WST-1 reduction, 72 h; higher fold induction means a stronger effect; one-dose fold induction at 50 µM; EC50 in µM for titrated hits; 0.074% of 220,000 active;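 active means fold induction of absorbance versus untreated yeast above a set limit, then at least 30% activation at any dose in follow-up; inconclusive means repeats straddling the limit, or above it without dose testing; inactive means fold induction below the set limit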;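 further: activators that raise dye reduction in frataxin-depleted yeast; strong numbers were not always called active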
# Ins promoter up: MIN6 insulin promoter up-regulation; MIN6 insulin promoter-GFP reporter, high-content imaging; active compounds read high; z-score at 5 µM; 0.3% of 190,000 active; AID 1625;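 active means z-score above 3 at 5 µM with at least 500 cells counted in the well; inconclusive means wells under 500 cells, flagged as cytotoxic or low count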
# NOD2 inhibition: NOD2 signaling inhibitors, cell-based, luminescence, uHTS, HEK293 (AID 1566); HEK293 NOD2/NF-kB luciferase reporter, luminescence; higher % means a stronger effect; inhibition, % at 4 µM; hits with a dose series show EC50 in µM; 0.63% of 290,000 active; in the data active means inhibition above about 50%; further: many of its hits are not listed in these tables
# Autophagy HCS: autophagy modulation, high-content screen. MEF GFP-LC3 puncta imaging; test concentration mostly 10 µM. calls only at 10 µM (by protocol). 0.98% of 190,000 active. AID 463193;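 active means percentage of spot-positive cells more than 3 SD above its plate mean, without a fluorescence outlier flag or 80% toxicity; inconclusive means no clear call, values can overlap the other calls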;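 further: spot-positive cell cutoff set from DMSO-treated cells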
# b-catenin transl: alters nuclear translocation of beta-catenin in HeLa cells; nuclear translocation activity, % at 5 µM; AID 1665; immunofluorescence imaging; 0.3% of 190,000 active;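 active means nuclear translocation activity above 50% at 5 µM, with a well cell count of 50 or more; inconclusive means wells under 50 cells across six images, flagged as toxic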;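 further: per-cell ratio of nuclear to cytoplasmic median beta-catenin stain intensity; plate controls were DMSO negative control for no effect and GSK-3 inhibitor IX positive control for full effect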
#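 Test system: human HeLa cells, endogenous beta-catenin. Times: 24 h compound exposure, 37°C. Measured by: beta-catenin immunofluorescence imaging with DAPI.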
# Dynein transport cytoplasmic EGFP: recorded beside Dynein transport, whose call it bears; z-score; measured here: cytoplasmic GR-EGFP intensity; active compounds read high
# Dynein transport nuclear GR-EGFP: also measured in Dynein transport; calls as there; z-score; measured here: nuclear GR-EGFP intensity;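 lower value marks the stronger effect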
# Dynein transport cell count: further read-out of Dynein transport, marked with its call; z-score; measured here: cell count per field
# Ins promoter up cell count: recorded beside Ins promoter up, whose call it bears; cell count; measured here: cytotoxicity, nuclei count;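 total cells summed across four imaged fields per well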
# b-catenin transl cell count 5 µM: recorded beside b-catenin transl, whose call it bears; cell count; measured here: cell count, cytotoxicity flag
# MT stabilizer Hoechst-high %: second read-out of MT stabilizer, no call of its own (marks repeat the call); % Hoechst-high responders; measured here: nuclear condensation Hoechst responders;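 share of cells brighter than vehicle mean plus two SD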
# MT stabilizer cytotoxicity %: also measured in MT stabilizer; calls as there; toxicity, %; measured here: cytotoxicity by cell density;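 0% = mean cell density of plate MIN control wells and 100% = no cells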
# Autophagy HCS cell loss 18 h: also measured in Autophagy HCS; calls as there; toxicity, %; measured here: cell loss, nuclei count;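 cell loss after 18 h compound exposure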
# * hit, by the source's call; i = inactive; ? = inconclusive; / = no result given. Not all compounds are listed, so the mix of outcomes need not match the whole.
SMILES,Dynein transport,Dynein transport cytoplasmic EGFP,Dynein transport nuclear GR-EGFP,Dynein transport cell count,MT stabilizer,MT stabilizer Hoechst-high %,MT stabilizer cytotoxicity %,NOD1 NF-kB reporter,P. falciparum M17LAP,Yfh1-off respiration,Ins promoter up,Ins promoter up cell count,NOD2 inhibition,Autophagy HCS,Autophagy HCS cell loss 18 h,b-catenin transl,b-catenin transl cell count 5 µM
Cc1ccc(-n2nc(C)c(C3C(C#N)=C(N)Oc4c3c(=O)oc3ccccc43)c2Cl)cc1 (centres undefined),-0.32,-0.24,-0.34,1,2.6,2.4,7.0,-6%,1%,/,0.26,1826,-2%,i,6,0.1,1071
Cc1ccc(N2C(=O)NC(=O)/C(=C\C=C\c3ccco3)C2=O)cc1C,-5.6*,1.3*,-2.9*,0.36*,2.9,2.3,1.1,49%,-1%,i,0.03,1406,39%,i,10,-2.6,1005
Cc1ccsc1C(=O)C1CCCN(Cc2cnc(N)nc2)C1 (centres undefined),-0.58,-0.3,-0.27,0.84,/,/,/,4%,23%,i,0.45,1142,-30%,/,/,-1.3,1274
Cc1nn(Cc2ccccc2Cl)c(Cl)c1C(=O)O,0.45,-0.23,0.51,-0.59,4.5,3.3,7.6,-32%,1%,i,0.38,1082,6%,i,-4,-1.3,1154
O=C(c1cc(F)ccc1F)C1CCCN(CCCc2ccccc2)C1 (centres undefined),0.024,-0.11,0.2,-0.6,1.6,2.2,3.5,-23%,-3%,i,-0.54,1417,1%,i,8,1.5,894
CCCN1CCC2(CC1)NC(CO)(CO)CO2,2.9,0.44,3.1,-2.7,3.3,1.3,4.7,-30%,11%,i,/,/,20%,i,4,/,/
O=C1CC(c2ccccc2)CC(O)=C1C=NCCN1CCN(C(=O)Cc2ccccc2)CC1 (centres undefined),1.2,-0.095,0.91,-0.62,2.2,1.5,8.7,8%,22%,i,0.15,1003,-3%,i,28,/,/
COc1ccc2cc(C(=O)C3CCCN(C4CCOCC4)C3)ccc2c1 (centres undefined),-0.2,-0.31,-0.29,0.84,2.7,1.7,6.6,-14%,-136%,i,-0.63,1462,5%,i,13,-1.4,1013
Cn1cc(CCC(=O)N2CCC3(CC2)OCCO3)c2ccccc21,0.12,-0.29,-0.25,-0.058,4.0,2.2,0.5,-8%,-1%,i,-0.53,1426,9%,i,8,-7.6,916
COc1cccc(O)c1CN1CCCC(C(=O)c2ccccc2SC)C1 (centres undefined),0.91,-0.14,0.49,0.62,3.3,2.7,4.9,-52%,12%,i,0.39,1466,7%,i,-9,-1.6,1089
CCCCCCn1c(O)c(C=Nc2ccccc2N2CCOCC2)c(=O)[nH]c1=S,0.33,-0.11,-0.13,2,/,/,/,-12%,-5%,i,3.2*,1029*,-19%,/,/,-0.3,1380
CCOC(=O)c1nc2ccccc2c(=O)n1-c1cccc(C)c1,0.39,0.087,0.63,-0.62,2.8,1.2,3.3,5%,-5%,i,-0.04,925,5%,i,-15,-1.4,1130
COc1ccc(CCNCc2ccncc2)cc1OC,-0.7,-0.26,-0.39,-0.022,2.0,1.8,8.6,21%,17%,i,/,/,-10%,i,2,1.8,1154
CCOC(=O)c1c(-c2ccccc2)oc2ccc(OC(=O)N(C)C)cc12,-0.32,-0.29,-0.39,-1.2,5.5,2.7,4.1,-11%,2%,i,-0.7,1291,20%,i,15,1.1,1141
Cc1nc(CCl)cc(=O)[nH]1,0.9,-0.31,0.7,-0.67,8.7,1.3,6.2,-34%,1%,i,/,/,-3%,i,-4,/,/
CCN(CC)C(=O)c1ccc(NC(=O)CCCSc2ccccc2)cc1,-0.17,-0.16,-0.039,0.13,3.4,1.2,4.3,-3%,9%,i,-0.28,1243,12%,i,9,-0.3,1016
Cc1nnc2ccc(N3CCN(C)CC3)nn12,i,/,/,-3.1,3.7,5.2,9.6,-19%,2%,i,0.07,1163,2%,i,4,-9.8,1005
Cc1cc(C)nc(NS(=O)(=O)c2ccc(N=Cc3c(O)n(C)c(=O)n(C)c3=O)cc2)n1,-0.69,-0.27,-0.49,0.75,3.5,1.8,5.2,-35%,29%,i,0.2,1460,4%,i,-5,0.3,1521
CNCCc1ccc(OC)c(OC)c1,-0.18,-0.57,0.35,-0.5,/,/,/,-9%,-1%,i,0.7,717,-7%,/,/,1.6,1210
COc1cc2c(cc1OC)C(c1c(O)n(CCc3ccccc3)c(=S)[nH]c1=O)NCC2 (centres undefined),0.66,-0.23,0.85,-0.52,/,/,/,-2%,-1%,i,-0.7,1049,9%,/,/,0.3,1305
CCN(CC)c1ccc(/C=N/c2sc3c(c2C#N)C2CCN3CC2)c(O)c1,-3.7,12,-0.96,-0.13,3.9,2.4,5.9,-49%,-3%,i,/,/,-42%,?,/,18,1128
CCC(=NCc1ccc2c(c1)OCO2)c1c(O)n(C)c(=O)n(C)c1=O,0.26,0.12,-0.14,0.55,3.3,1.9,8.4,45%,-10%,i,-2.6,1216,31%,i,-4,3.6,1088
c1cc2c(cc1[C@H]1OC[C@H]3[C@@H]1CO[C@@H]3c1ccc3c(c1)OCO3)OCO2,0.32,-0.78,0.29,-0.47,/,/,/,-1%,-9%,i,/,/,13%,/,/,-0.4,1052
CCCCn1c(O)c(C=NC2CC3CCC2(C)C3(C)C)c(=O)[nH]c1=O (centres undefined),0.15,-0.3,-0.12,0.11,6.2,4.2,9.0,-23%,-3%,i,-0.13,1705,3%,i,3,-0.4,1095
CCC(=NCCN1CCOCC1)c1c(O)n(C2CCCCC2)c(=O)[nH]c1=O,0.61,-0.25,0.2,-0.16,/,/,/,1%,8%,i,-0.05,1139,21%,/,/,-0.1,1335
CCN(CC)S(=O)(=O)c1cccc(C(=O)Nc2nc3cc4c(cc3s2)OCCO4)c1,0.046,-0.3,0.66,0.051,1.2,2.9,6.1,3.3µM*,5%,i,-0.42,896,4.5µM*,i,13,0.0,1116
CCN1CCN(C(=O)COc2ccc3c(c2)C(=O)CC2(CCN(C(C)=O)CC2)O3)CC1,-0.47,0.36,-0.33,0.64,1.1,1.4,7.1,22%,-103%,i,1.8,768,6%,i,-4,/,/
Cc1cc(C)c(NC2=NCCCS2)c(C)c1,-0.19,-0.086,0.38,-1.6,2.7,2.1,4.5,-30%,3%,i,0.55,617,-9%,i,5,2.7,1028
Cc1cc([P+](=O)O)c(C)n1-c1ccc(Br)cc1,-0.82,-0.11,-0.23,0.67,1.9,1.8,6.4,-4%,19%,i,-0.89,904,5%,i,0,-0.4,1197
COC(=O)C(O)(c1ccc(N(C)S(=O)(=O)c2ccccc2)cc1)C(F)(F)F (centres undefined),1.1,-0.22,0.72,0.092,1.9,1.6,6.1,7%,3%,i,0.28,1237,0%,i,7,-5.0,952
O=C1CC(c2cccnc2)=NN1c1ccc(Cl)cc1Cl,-0.44,-0.15,-0.28,-0.85,1.6,3.0,8.8,21%,26%,i,1.7,1193,-1%,i,8,0.8,1060
COCCCn1c(N)c(C(=O)NCCC(C)C)c2nc3ccccc3nc21,-0.94,0.26,-0.42,0.51,1.4,1.2,13,-18%,-9%,i,/,/,-18%,i,5,/,/
CCCCn1c(N)c(C(=O)NCc2cccs2)c2nc3ccccc3nc21,-1.1,-0.23,-1.1,0.94,2.0,1.7,12,3%,0%,i,-0.97,1653,16%,i,1,-0.5,1369
CN1CCN(c2ccc([N+](=O)[O-])c(NCC3CCCO3)c2)CC1 (centres undefined),-0.72,-0.26,-0.41,1.2,4.2,2.3,8.4,6%,11%,i,1.6,1445,2%,i,-10,4.2,952
CN(C)c1ccc(/C=C/[N+](=O)[O-])cc1,-0.62,-0.12,-0.56,1.2,1.7,4.1,6.1,1%,10%,i,0.13,1092,8%,i,4,-0.2,579
COc1ccc(Nc2ncc(C(=O)N3CCC4(CC3)OCCO4)c3ccccc23)cc1,-1.3,-0.23,-0.28,0.88,3.6,2.2,11,-4%,14%,i,-0.53,1338,-4%,i,13,/,/
CSc1ccc(CN2CCN(C(=O)COc3ccc(C)cc3)CC2)cc1,-0.95,-0.28,-0.68,3.2,3.3,2.7,7.0,-22%,-7%,i,-0.45,1116,-3%,i,-16,-4.4,1028
CC1CCN(C(=O)c2ccc(N3CC4CC(C3)c3cccc(=O)n3C4)c([N+](=O)[O-])c2)CC1 (centres undefined),-0.17,-0.25,0.11,0.026,2.3,2.1,8.9,-10%,11%,i,0.36,1509,19%,i,-7,-1.1,1105
O=C(COC(=O)c1cccc(O)c1)Nc1ccc(Cl)cc1C(=O)c1ccccc1,1.9,0.15,1,-0.58,1.5,2.9,6.1,-18%,1%,i,-0.17,1549,0%,i,4,-2.2,1180
CC(NC1=NCCS1)c1ccccc1 (centres undefined),0.36,-0.29,0.35,0.058,3.8,2.2,5.4,-26%,3%,i,/,/,20%,i,1,-3.8,1127
